TrxR1 substrate: rat thioredoxin reductase 1 substrate activity. purified TrxR1 substrate turnover, NADPH consumption readout. Potency, µM (top dose mostly 114 µM), without a hit: at the top dose activity change, negative = substrate turnover. AID 588456. actives 0.01% (n = 390,000). O89049; note: potency is the fitted concentration of half-maximal effect; % is set by controls: 0 for no effect and ±100 for the full control effect; nearly all actives have a fitted effect of over 50% in size
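Rat TrxR1, dispensed at 90 nM, was prereduced with 400 uM NADPH (final) for 5 min at ~22 deg C, then incubated with compound 15 min before 400 uM selenite. A first-read NADPH fluorescence drop versus no-compound background flagged substrates.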
Pin1 inhibitor: blocks the human prolyl isomerase Pin1; Pin1 FP peptide displacement, HiFluor488, 10 min; Potency, µM (series often up to 115 µM), without a hit: at the highest dose activity, negative = inhibition, usual class: inhibitors; actives 0.009% (n = 390,000); AID 504891; active = well fitted inhibition curve with a large enough effect in the polarisation, with a control signal flat, not every such curve was filed as active; inconclusive = small, poorly fitted or top-dose-only effect, or effect the other way, or a change in a side signal; inactive = no such curve, though single readings can be large or run the other way; the % refers to the polarisation; note: potency is the fitted concentration of half-maximal effect; % is set by controls: 0 for no effect and ±100 for the full control effect
Target sequence (Q13526 whole entry, looked up): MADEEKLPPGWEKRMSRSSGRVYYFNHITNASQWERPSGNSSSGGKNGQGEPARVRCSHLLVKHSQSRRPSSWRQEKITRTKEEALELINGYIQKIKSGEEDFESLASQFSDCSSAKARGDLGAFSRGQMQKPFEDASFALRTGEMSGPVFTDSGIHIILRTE
USP1-UAF1 inh: blocks the human USP1/UAF1 deubiquitinase complex; Potency, µM (series often up to 57.1 µM), for the others: at the top dose activity change, negative = inhibition, hits mostly inhibitors; AID 743255; O94782; actives 0.23% (n = 390,000); recombinant USP1/UAF1, Ub-Rhodamine cleavage fluorescence; note: potency is the fitted concentration of half-maximal effect; % is set by controls: 0 for no effect and ±100 for the full control effect; nearly all actives have a fitted effect of over 60% in size; inactives centre near -12
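USP1/UAF1 complex (1 nM) preincubated 15 min at room temperature with compound, then Ub-Rho substrate (150 nM final) added. Kinetic fluorescence at 480/540 nm over 6 reads at 60 s intervals; 50 mM HEPES pH 7.8, 0.5 mM EDTA, 0.1 mg/ml BSA, 1 mM TCEP, 0.01% Tween-20.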
D2 antagonist: antagonizes the human D2 dopamine receptor | HEK293 TREx D2 cells, calcium flux, dopamine EC80 | inhibition, % at 10 µM | actives 2% (n = 340,000) | AID 485344; in the data active = inhibition above about 30%; note: 0% is about no effect
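Measurement of antagonist activity uses fluorescent calcium dye in inducible HEK293 T-REx D2 cells: 10 s baseline, compound addition with 180 s read, EC80 dopamine addition with a further 180 s read.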
TRHR PAM: allosteric enhancers of human TRH receptor; P34981; TRHR cells, fluo-8 calcium fluorescence, EC20 TRH enhancement; enhancement, % at 2 µM; actives 0.66% (n = 360,000); AID 493056; in the data active = enhancement above about 30%; note: 0% is about no effect
Target sequence (P34981 whole entry, looked up): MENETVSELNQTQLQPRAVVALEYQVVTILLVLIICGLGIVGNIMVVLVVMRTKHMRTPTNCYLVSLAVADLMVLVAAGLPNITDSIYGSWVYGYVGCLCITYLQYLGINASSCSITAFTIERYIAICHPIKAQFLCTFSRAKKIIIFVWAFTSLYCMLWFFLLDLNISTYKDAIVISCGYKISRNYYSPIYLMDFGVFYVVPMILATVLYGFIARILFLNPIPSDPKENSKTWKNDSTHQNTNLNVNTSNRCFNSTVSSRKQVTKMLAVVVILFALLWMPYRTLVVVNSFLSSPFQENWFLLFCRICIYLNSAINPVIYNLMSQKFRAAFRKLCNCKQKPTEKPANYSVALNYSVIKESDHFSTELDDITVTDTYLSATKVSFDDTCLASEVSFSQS
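Enhancer read-out: after compound pinning and an initial kinetic agonist-mode read, an EC20 of TRH (10 nM final) was injected and fluo-8 calcium signal (Ex 480/Em 530) followed at 1 s/cycle for 100 cycles in TRHR-expressing cells.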
mIDH1 inhibitor: blocks human mutant IDH1 R132H enzyme | O75874 | IDH1-R132H enzyme, NADPH consumption, diaphorase/resazurin fluorescence | Potency, µM (top dose mostly 76.6 µM), for the others: at the highest dose activity change, negative = inhibition, most hits filed as inhibitors | actives 0.093% (n = 390,000) | AID 602179; note: potency is the fitted concentration of half-maximal effect; % is set by controls: 0 for no effect and ±100 for the full control effect; nearly all actives have a fitted effect of over 65% in size
Target sequence (O75874 whole entry R132H, stated change not applied): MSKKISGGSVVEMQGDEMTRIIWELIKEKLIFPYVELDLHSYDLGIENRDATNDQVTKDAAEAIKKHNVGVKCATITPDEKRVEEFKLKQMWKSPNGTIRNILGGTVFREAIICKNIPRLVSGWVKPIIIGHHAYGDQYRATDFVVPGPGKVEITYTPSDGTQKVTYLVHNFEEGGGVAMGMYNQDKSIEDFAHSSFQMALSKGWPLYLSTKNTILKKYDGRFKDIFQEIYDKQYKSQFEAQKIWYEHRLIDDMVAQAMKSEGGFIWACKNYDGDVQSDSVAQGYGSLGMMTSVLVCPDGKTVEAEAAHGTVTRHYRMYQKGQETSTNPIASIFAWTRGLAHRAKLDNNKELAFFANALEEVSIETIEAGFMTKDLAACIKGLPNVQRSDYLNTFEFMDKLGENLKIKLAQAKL
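IDH1-R132H (0.5 ug/mL dispensed) in pH 7.5 Tris buffer was preincubated 30 min with compound, then given a substrate mix of 0.016 mM NADPH and 2 mM alpha-KG for 80 min at room temperature; remaining NADPH was read by diaphorase/resazurin fluorescence.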
D2 ag: activates the human D2 dopamine receptor; P14416; HEK293 T-REx D2 cells, calcium flux agonist mode; activation, % at 2 µM; actives 0.53% (n = 340,000);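 active = activation over 3 SD above normal in the single-dose calcium agonist read, cut at about 30% in these data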; note: 0% is about no effect
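Agonism scored from kinetic calcium signal (1 read/sec, 180 s) following compound pin transfer, after a 10 s baseline. Cells: HEK293 Trex line expressing inducible D2 receptor coupled to calcium, dye-loaded after overnight culture at 30 C.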
TRHR agonist: TRH receptor (human) agonism. TRHR cells, calcium flux fluo-8, FDSS agonist mode. activation, % at 2 µM. AID 493084. actives 0.18% (n = 360,000); in the data active = activation above about 30%; note: 0% is about no effect
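TRHR-expressing cells loaded with fluo-8 calcium dye; 23 nL library compound pin-transferred, kinetic FDSS fluorescence (Ex 480/Em 530) recorded about 180 s for agonist-induced calcium release, before a 10 nM TRH EC20 addition for potentiator mode.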
TrxR1 inh: inhibitors of rat thioredoxin reductase 1; O89049; AID 588453; actives 1% (n = 390,000); recombinant rTrxR1, NADPH fluorescence consumption, selenite substrate; Potency, µM (top dose mostly 114 µM), without a hit: top-dose activity change, negative = inhibition, most hits filed as inhibitors; note: potency is the fitted concentration of half-maximal effect; % is set by controls: 0 for no effect and ±100 for the full control effect; nearly all actives have a fitted effect of over 65% in size
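Rat TrxR1 (90 nM in the dispensed reagent) was pre-reduced with 400 uM NADPH for 5 min at room temperature, then incubated with compound for 15 min. After 400 uM selenite was added, NADPH fluorescence (Ex 340/Em 450 nm) was followed for 8 min.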
The depositor's hits bear a star; u = inconclusive; x = not tested or not shown; [ ] = remark or other dose. Unless noted, calls come from the whole dose curve; as a rule, active = well fitted inhibition curve with a large enough effect; inconclusive = small, poorly fitted or top-dose-only effect; inactive = no such curve, though single readings can be large or run the other way.

SMILES	TrxR1 substrate	Pin1 inhibitor	USP1-UAF1 inh	D2 antagonist	TRHR PAM	mIDH1 inhibitor	D2 ag	TRHR agonist	TrxR1 inh
CCCOc1ccc(C(=O)CCC(=O)OCC(=O)Nc2ccc(OCC)cc2)cc1	x	x	x	-7	5	x	-0.8	0.0	x
Cc1cccc(CN2CCN(CC(=O)NCc3ccc(Cl)cc3)C2=O)c1	-3%	0%	-9%	x	-4	-16%	x	-1.1	7%
CCOC(=O)C1=C(C)NC(=O)C(C#N)C1c1ccncc1 (stereo unspecified)	0%	-2%	1%	6	-4	-4%	-0.2	-0.5	-15%
CC1=NN(c2cccc([N+](=O)[O-])c2)C(=O)C1	-19%[57.1 µM]	-9%	-26%	24	-6	2%	-1.8	0.9	26%[57.1 µM]
O=S(=O)(Cc1ccccc1Cl)Nc1ccccn1	34%	3%	-2%	-10	0	5%	-1.5	-0.2	-8%
CCCCn1c2c(c(=O)n(C)c1=O)C(c1ccc(OC)cc1)N1CCCCCC1=N2 (stereo unspecified)	7%[57.1 µM]	u	2%	-7	3	4%	-0.3	-1.5	-3%[57.1 µM]
C#CCSc1nc(-c2ccccc2)cc(C(F)(F)F)c1C#N	5%	u	-23%	x	-6	0%	1.3	3.1	-14%
CCOC(=O)N1CCC(N(CCN(C)C)C(=S)Nc2ccc(F)c(Cl)c2)CC1	-12%	2%	-6%	-7	-10	-13%	-0.3	-0.7	-17%
Cc1ccc2[nH]c(=O)c(-c3nc4ccccn4c3NCc3ccco3)cc2c1	-1%[57.1 µM]	-5%	4%	x	-2	3%	x	0.7	-12%[57.1 µM]
COc1ccc(N2CCN(C(=O)CSc3nc4ccccc4c(=O)[nH]3)CC2)cc1	2%[57.1 µM]	-4%	-15%	-3	2	-1%	-2.9	-0.5	-1%[57.1 µM]
Cc1cccc(-c2nc(SCC(=O)Nc3ccc4c(c3)OCCO4)c(-c3ccccc3)[nH]2)c1	2%	u	u	x	-3	-6%	1.0	0.0	-2%
Cc1ccc(NC(=O)COC(=O)c2cccnc2)c(C)c1	6%	3%	-18%	-12	-24	0%	-1.2	-0.1	42%
Cn1c(SCC(=O)Nc2nnc(-c3ccccc3)o2)nnc1C1CC1	2%	3%	-9%	15	-4	-1%	-0.4	0.1	10%
Nc1cccc2c1C(=O)N(C(=O)c1ccc(S(=O)(=O)N3CCCCCC3)cc1)C2=O	-2%	u	-17%	0	-6	-3%	0.1	1.2	-12%
O=C(NCCCO)C(=O)Nc1ccc2c(c1)N(S(=O)(=O)c1cccs1)CCC2	-1%	7%	-8%	-12	-6	12%	0.1	0.0	-5%
CCOC(=O)[C@H]1[C@H]2COc3ccc(Br)cc3[C@@H]2N2C(=O)c3ccc(F)cc3NC(=O)[C@@]12C	-5%[57.1 µM]	21%	-30%	-4	-3	12%	0.3	0.2	17%[57.1 µM]
CC1(C)Cc2cccc(OCC(=O)NCc3ccccc3)c2O1	2%	2%	-6%	x	-6	6%	x	-1.2	31%
C[C@H](NC(=O)c1ccc(C(C)(C)C)cc1)C(=O)N1CCN(C/C=C/c2ccccc2)CC1	-1%	-1%	-24%	x	x	12%	x	x	7%
CCc1c(O)c(/C(C)=N\O)c(=O)n(-c2ccccc2)c1-c1ccccc1	-14%	4%	0%	0	-5	2%	0.0	-0.1	u
O=C(Nc1ccc(N2CCN(C(=O)c3ccc(Cl)cc3)CC2)cc1)c1ccc2c(c1)OCCO2	3%[57.1 µM]	5%	-19%	-6	-9	2%	-1.8	-1.0	-7%[57.1 µM]
C/C(CC(=O)NCc1ccco1)=N\NC(=O)c1ccc([N+](=O)[O-])cc1Cl	5%	2%	u	26	-4	3%	0.3	0.0	13%
CCCn1c(-c2ccc(F)cc2)cnc1SCC(=O)O	14%	-5%	-7%	15	2	5%	-0.3	-0.3	21%
O=[N+]([O-])c1ccccc1CSc1nc2ccccc2o1	3%	-3%	-8%	-5	-7	8%	0.2	-0.3	17%
COc1ccc(-c2csc(NC(=O)C3CCN(C(=O)c4ccc(F)cc4)CC3)n2)cc1OC	-9%	-4%	1%	x	8	4%	x	1.1	-12%
CCCCn1c(=O)[nH]c2c(oc3ccccc32)c1=O	14%	-4%	-24%	-12	15	9%	-3.7	-1.4	23%
CNC(=O)c1c(NC(NC(=O)c2ccco2)C(=O)c2ccc(Cl)cc2)sc2c1CCCC2 (stereo unspecified)	0%	0%	-10%	-5	-4	-6%	-0.3	0.0	u
COc1ccc(Cn2c(=O)n(-c3ccc(C)cc3)c(=O)c3c2c2cc(C)ccc2n3C)cc1	11%	-2%	-13%	x	2	-9%	0.4	-1.6	17%
COC(=O)N/N=C/c1cn(CCCOc2ccc(C)cc2)c2ccccc12	2%	1%	-23%	-8	-2	1%	0.7	-0.2	3%
CN(C)C(=O)N1CCC(C(=O)NCc2cccs2)CC1	11%	-2%	-16%	x	3	6%	x	0.6	24%
O=C1CCC(C(=O)N2CCCC(Nc3ccc(F)cc3)C2)=NN1 (stereo unspecified)	3%	-3%	2%	6	-7	-1%	0.5	-0.2	16%
COc1ccc(CNC(=O)c2ccc(-c3nc(CSc4ccccc4)c(C)o3)cc2)c(OC)c1	3%	-1%	u	x	-2	0%	1.9	1.0	25%
Cc1cc(C)cc(NC(=O)C(OC(=O)c2ccc([N+](=O)[O-])o2)c2ccccc2)c1 (stereo unspecified)	-11%	2%	-13%	0	-3	2%	-0.7	0.0	-23%
O=C(CN1CCSCC1)N/N=C/c1cccc(Cl)c1	4%	2%	-23%	17	0	6%	1.6	0.1	18%
CCN(CC)C(=O)CSc1nnc(-c2cnccn2)n1-c1ccccc1	4%	-1%	-14%	-4	-3	1%	0.4	0.0	21%
O=C1c2ccccc2C(=O)N1CCCC(=O)N1CCc2ccccc21	-13%	0%	-1%	1	-5	0%	-1.4	0.3	-4%
O=C(OCCN1CCOCC1)c1ccccc1Cl	5%	0%	-17%	x	x	14%	x	x	19%
CCN(CC(=O)NC(C)(C)C)Cc1nc2c(Br)cc(Br)cc2c(=O)[nH]1	-1%	2%	-2%	0	-3	2%	-0.6	0.4	11%
COc1ccccc1OCC(=O)N/N=C1\CCCCc2ccccc21	3%	-2%	2%	-16	-5	7%	0.6	-0.5	13%
CC1CCN(C(=O)CSc2nc3c(cnn3-c3ccc(Cl)cc3)c(=O)[nH]2)CC1	8%	-1%	-8%	-10	1	1%	-1.3	0.3	29%
CCCCCCNS(=O)(=O)c1ccc(OC)c(OC)c1	-1%	3%	-4%	3	-1	-7%	-1.2	-0.4	4%
CCN1CCC(NCCc2ccc(F)cc2)CC1	3%	0%	-24%	-6	1	-6%	-0.4	0.1	21%
COCCCNCCCCOc1ccc(OCc2ccccc2)cc1	0%	4%	-11%	x	1	-6%	x	1.7	3%
O=C1c2ccccc2C(=O)N1CC1CCCO1 (stereo unspecified)	19%[57.1 µM]	-1%	-3%	-5	-5	8%	-0.2	-0.2	23%[57.1 µM]
Cc1cc(C)cc(N(CC(=O)NCc2ccc(F)cc2)C(=O)CCC(=O)Nc2ccccn2)c1	0%[57.1 µM]	-4%	-6%	-2	2	-4%	-3.2	-1.2	10%[57.1 µM]
CC1Cc2nc(SCC(=O)Nc3nc4ccccc4s3)n(C)c(=O)c2S1 (stereo unspecified)	4%	39%[activator]	-22%	4	-2	11%	-1.1	-0.4	19%
COCCCNC(=O)CSc1nc2c(sc(=S)n2-c2cc(Cl)ccc2OC)c(=O)[nH]1	-5%	0%	-10%	4	-2	-1%	0.0	0.4	6%
Cc1ccc(OCC(=O)NNC(=S)NC(=O)c2ccc(Br)o2)c(C)c1	5%	-1%	-29%	20	3	-13%	20	-2.3	11%
CC(=O)n1cc(/C=C2/N=C(c3ccccc3)OC2=O)c2ccccc21	-3%	21%	-25%	9	0	6%	1.5	0.3	-4%
CSc1ccc(CCNC(=O)C2CCCN(c3ncnc4c3nc3n4CCCCC3)C2)cc1 (stereo unspecified)	-5%	-2%	-6%	3	2	-11%	0.0	0.0	15%
CCOc1ccc(-c2cc(C(=O)NC(C)c3ccccc3)c3ccccc3n2)cc1 (stereo unspecified)	15%[57.1 µM]	-9%	-15%	x	2	1%	0.1	0.8	18%[57.1 µM]
Cc1cc(C(=O)CSc2nnc(-c3cccnc3)n2-c2ccccc2F)c(C)n1CC1CCCO1 (stereo unspecified)	-2%	8%	-19%	-1	-9	4%	0.3	-0.4	-12%
O=C(CCBr)Nc1cccc2cccnc12	8%	-14%	x	x	-3	x	x	1.4	u
NC(=O)C1=C[C@@H](c2coc3ccccc3c2=O)C[C@@H](OCCCCO)O1	5%[57.1 µM]	0%	4%	0	2	-8%	-0.8	-0.1	-3%[57.1 µM]
CCOC(=O)c1c(-c2ccccc2)cn2c(C)cc(C)nc12	11%[57.1 µM]	-2%	-5%	-9	-7	0%	-0.5	-1.5	-12%[57.1 µM]
C(=C\c1ccccc1)/CSc1nnc(-c2ccccn2)n1Cc1ccco1	1%	7%	-15%	5	-11	-4%	0.1	-1.5	u

An excerpt of these results, as labelled records:
CC(=O)n1cc(/C=C2/N=C(c3ccccc3)OC2=O)c2ccccc21
  TrxR1 substrate: -3%	Pin1 inhibitor: 21%	USP1-UAF1 inh: -25%	D2 antagonist: 9	TRHR PAM: 0	mIDH1 inhibitor: 6%	D2 ag: 1.5	TRHR agonist: 0.3	TrxR1 inh: -4%
CSc1ccc(CCNC(=O)C2CCCN(c3ncnc4c3nc3n4CCCCC3)C2)cc1 (stereo unspecified)
  TrxR1 substrate: -5%	Pin1 inhibitor: -2%	USP1-UAF1 inh: -6%	D2 antagonist: 3	TRHR PAM: 2	mIDH1 inhibitor: -11%	D2 ag: 0.0	TRHR agonist: 0.0	TrxR1 inh: 15%

Screens: PubChem BioAssay, National Center for Advancing Translational Sciences (NCATS)

The list is partial. The share of hits here may be higher or lower than overall.
